MEX-5 binding: C. elegans MEX-5 TCR-2 RNA binding activity; Q9XUB2; MEX-5/FITC-TCR2 RNA binding, fluorescence polarization; stronger effect = lower value; activity score (negative = inhibition of binding), % at 10 µM; actives 0.38% (n = 300,000);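 active = inhibition past about -25% in most replicates, and total fluorescence under double the plate's negative control median, limit read from the data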;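 also: 0% = DMSO and -100% = 5 µM competing unlabeled TCR2 RNA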
GLD-1 RNA inh: GLD-1-TGE RNA interaction inhibition (C. elegans); inhibition, % at 5.96 µM; actives 0.44% (n = 320,000); purified GLD-1 + fluorescein TGE RNA, fluorescence polarization;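 active = percent inhibition above a per-plate cutoff, the plate mean of test compounds plus 3 SD, cut at about 30% in these data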;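 also: 0% = DMSO wells with GLD-1 and probe and 100% = wells lacking GLD-1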
Target sequence (Q17339 whole entry, looked up): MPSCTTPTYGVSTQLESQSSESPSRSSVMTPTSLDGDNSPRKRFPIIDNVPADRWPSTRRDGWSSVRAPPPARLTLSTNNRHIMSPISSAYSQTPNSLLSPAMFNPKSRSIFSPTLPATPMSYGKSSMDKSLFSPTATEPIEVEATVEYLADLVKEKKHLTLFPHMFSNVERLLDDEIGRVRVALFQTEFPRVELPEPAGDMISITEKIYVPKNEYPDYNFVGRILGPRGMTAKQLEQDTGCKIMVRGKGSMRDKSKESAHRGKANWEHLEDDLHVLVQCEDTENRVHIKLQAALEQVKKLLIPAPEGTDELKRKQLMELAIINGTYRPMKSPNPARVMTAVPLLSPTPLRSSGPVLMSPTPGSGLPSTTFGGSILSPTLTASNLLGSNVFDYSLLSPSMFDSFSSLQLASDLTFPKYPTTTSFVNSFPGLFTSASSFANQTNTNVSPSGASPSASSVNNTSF
PME-1 primary: PME-1 (human) inhibition; recombinant PME-1, FP-Rh probe fluorescence polarization; actives 0.53% (n = 320,000); AID 2130; inhibition, % at 5.9 µM;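 active = inhibition above the campaign mean of all compounds plus 3 SD, cut at about 26% in these data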;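 also: competitive labeling of PME-1 active site by serine hydrolase directed probe; 0% = PME-1 with DMSO and 100% = wells lacking PME-1 enzyme; inhibitors block probe labeling so polarization falls and inhibition rises; many of its hits are not listed in these tables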
Target sequence (Q9Y570 whole entry, looked up): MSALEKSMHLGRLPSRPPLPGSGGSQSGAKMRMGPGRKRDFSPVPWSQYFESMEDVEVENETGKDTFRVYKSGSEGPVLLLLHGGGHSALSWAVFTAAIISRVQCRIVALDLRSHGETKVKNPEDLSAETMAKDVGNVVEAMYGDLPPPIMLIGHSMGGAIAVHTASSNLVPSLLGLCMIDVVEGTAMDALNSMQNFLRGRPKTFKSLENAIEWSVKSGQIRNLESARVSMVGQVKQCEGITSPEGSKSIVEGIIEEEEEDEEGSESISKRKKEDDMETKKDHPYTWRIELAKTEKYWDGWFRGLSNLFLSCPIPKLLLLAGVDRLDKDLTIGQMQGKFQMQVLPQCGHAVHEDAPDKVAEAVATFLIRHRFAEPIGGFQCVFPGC
Efflux pump mplx: blocks antifungal efflux pumps in multiplex yeast assay | S. cerevisiae Candida pump triplex, Nile Red efflux | inhibition, % at 10 µM | actives 0.44% (n = 330,000) | AID 485275;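 active = plate passing quality check with inhibition over a set limit, or well fluorescence over plate mean plus 4 SD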;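 also: Nile Red retained in pooled yeast measured as flow cytometry median fluorescence; 0% = buffer negative control and 100% = Enniatin B positive control; higher means more Nile Red kept so more efflux inhibition; some compounds called inactive have numbers as strong as hits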
VLA-4 inh: inhibition in a human VLA-4 binding assay. VLA-4 expressing cells, ligand binding flow cytometry. actives 0.2% (n = 330,000). P13612. inhibition, % (about 7 µM as worked out from the volumes in the protocol). AID 2557; in the data active = inhibition above about 50%
MCL1 BIM primary: inhibitors of human MCL1 binding to BIM-BH3 peptide. GST-MCL1 / FITC-Bim-BH3 fluorescence polarization. AID 2057. Q07820. actives 0.68% (n = 320,000). inhibition, % at 10.9 µM;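 active = inhibition above the mean inhibition of all tested compounds plus 3 SD, set per campaign, cut at about 40% in these data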;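 also: 0% = DMSO wells and 100% = unlabeled Bim-BH3 peptide control; higher means more loss of mP so more displacement of Bim peptide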
Fam108B counter: blocks mouse Fam108B hydrolase in RBBP9 counter-screen; recombinant Fam108B, FP-Rh probe fluorescence polarization; inhibition, % at 9.51 µM; actives 0.33% (n = 300,000); AID 1947;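 active = inhibition above the screen mean inhibition plus 3 SD, computed separately per campaign, cut at about 18% in these data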;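 also: inhibitors lower polarization as less probe binds the enzyme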
BCLXL inh: inhibitors of human Bcl-xL | GST-Bcl-xL / FITC-Bim BH3 peptide fluorescence polarization | actives 0.7% (n = 320,000) | inhibition, % at 10.9 µM;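 active = inhibition above the mean of all tested compounds plus 3 SD, cutoff set per campaign, cut at about 30% in these data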;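 also: 0% = DMSO wells and 100% = unlabeled Bim-BH3 peptide competitor; inhibitors lower millipolarization by displacing the labeled peptide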
Target sequence (Q07817 whole entry, looked up): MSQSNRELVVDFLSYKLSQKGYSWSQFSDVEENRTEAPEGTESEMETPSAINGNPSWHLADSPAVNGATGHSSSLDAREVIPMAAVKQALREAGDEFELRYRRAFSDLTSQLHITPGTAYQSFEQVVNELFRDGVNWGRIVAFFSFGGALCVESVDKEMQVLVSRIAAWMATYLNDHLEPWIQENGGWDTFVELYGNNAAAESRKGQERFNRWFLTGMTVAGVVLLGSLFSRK
GRK2 inh: inhibitors of human GRK2 displacing RNA aptamer | AID 488847 | bead flow cytometry, FAM-aptamer displacement from GRK2 | actives 0.59% (n = 330,000) | inhibition of aptamer binding, % at 10 µM | P25098;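 active = inhibition of aptamer binding above 40%, roughly 3 SD of noise, on plates passing a quality check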;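 also: median bead fluorescence of bound FAM aptamer so fluorescent compounds give negative values; no value below 0 was filed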
Starred values were filed as active, the others as inactive; . = no result given. An excerpt. The share of hits here may be higher or lower than overall.

SMILES | MEX-5 binding | GLD-1 RNA inh | PME-1 primary | Efflux pump mplx | VLA-4 inh | MCL1 BIM primary | Fam108B counter | BCLXL inh | GRK2 inh
Cc1cc2occ(CC(=O)NC3=NCCS3)c2cc1C(C)C | 0.4 | 6 | 1 | -0.2 | 40 | -5 | -2 | 1 | 0
CCC(C(=O)NC(C)(C)C)N(C(=O)Cn1nnc(-c2ccccc2F)n1)c1cccc2c1CCCC2 (stereo not drawn) | 0.9 | 8 | -6 | 0.1 | -5 | 2 | -7 | 1 | 0
N#Cc1c(Nc2ccccc2)sc(C(=O)c2ccccc2)c1N | 0.2 | -2 | 14 | 0.0 | -8 | 10 | 12 | 2 | 0
COC(=O)c1cc(Br)ccc1-c1ccc(/C=N/n2nnnc2N)o1 | -4.4 | -2 | -2 | 0.2 | 2 | 0 | -1 | 4 | 0
CCNC(=S)N1CCN(C(=O)C(Cc2ccccc2)NC(C)=O)CC1 (stereo not drawn) | -1.1 | -3 | 0 | 0.5 | 38 | -2 | 3 | 3 | 0
Cc1nnc2sc(SCc3ccccc3)nn2c1=O | 2.5 | 6 | -3 | -0.1 | 17 | -6 | 1 | 1 | 2
Cc1ccc(NC(=O)C2CCCN(S(=O)(=O)c3ccc4[nH]c(=O)ccc4c3)C2)nc1 (stereo not drawn) | -2.1 | 7 | -4 | -0.1 | -7 | 2 | -3 | 3 | 3
COc1ccc(N2CCN(CCS(=O)(=O)c3cc(Cl)ccc3Cl)CC2)cc1 | . | 6 | -2 | 0.0 | 14 | 7 | . | 3 | 0
CCn1cc(NC(=O)Nc2ccc(OC)c(OC)c2)c(C(N)=O)n1 | -1.2 | 7 | 1 | -0.1 | 28 | -3 | 0 | 3 | 0
CCCCOc1ccc(C(=O)N2CCNC(=O)C2)cc1 | 0.9 | -12 | -1 | 0.1 | 9 | -1 | 0 | 3 | 2
Cc1[nH]nc2ncc(C(=O)c3cc(Cl)cc(Cl)c3O)cc12 | 0.3 | 1 | 5 | -0.1 | 11 | 6 | 0 | 10 | 5
CCCCN(C)CCn1c(=S)[nH]c2ncccc2c1=O | 3.0 | 2 | 3 | 0.0 | 7 | 11 | -2 | 5 | 1
CCOC(=O)Cn1nc(C)n(-c2ccc(C(C)(C)C)cc2)c1=O | -2.4 | 4 | 0 | 0.2 | 4 | 11 | -2 | 3 | 0
Cc1ccc(C(=O)CSc2nnc(Cn3nnc4ccccc43)n2C)cc1 | -2.2 | -2 | -5 | 0.2 | 12 | -2 | 1 | -8 | 1
Cc1nnc(Nc2ccc(F)cc2)c2ccccc12 | -1.1 | 12 | -1 | 0.0 | -2 | 8 | 3 | 3 | 3
COc1ccc(-c2[nH]ncc2CNC(C)CCn2cccn2)cc1F (stereo not drawn) | -0.6 | -1 | 0 | 0.6 | 8 | -2 | 0 | 2 | 0
CCS(=O)(=O)Nc1cccc(C2=NN(C(=O)c3ccco3)C(c3ccco3)C2)c1 (stereo not drawn) | -0.8 | 1 | -1 | -0.1 | 1 | 6 | -2 | 2 | 3
CC(C)[C@@H](COc1ccccc1)N1CCN(Cc2ccccc2)CCC1=O | 0.4 | 0 | -4 | -0.1 | 2 | -7 | -2 | -2 | 2
O=C(Nc1ccc(F)cc1F)c1cc(-c2ccco2)nc2ccccc12 | -0.3 | 0 | -10 | -0.1 | 3 | 2 | -4 | 3 | 3
Cc1c(C(=O)N2CCN(CC(=O)Nc3ccccc3Cl)CC2)oc2ccc(Br)cc12 | . | 7 | 6 | 0.3 | 18 | 6 | . | 2 | 4
COC(=O)c1ccccc1NC(=O)CSc1nc(O)cc(=O)n1C1CCCC1 | 0.6 | 0 | -8 | -0.1 | -22 | 7 | -1 | 2 | 0
CSc1nsc(SCC(=O)Nc2cccc(NC(C)=O)c2)n1 | -1.4 | -4 | -6 | 0.0 | -5 | 10 | -4 | 5 | 0
O=C(Cc1ccccc1)Nc1nc(-c2cccs2)cs1 | -0.2 | 6 | -10 | 0.0 | 8 | -7 | -5 | -3 | 0
CCN=C1SC(C(=O)NCCc2ccccc2)CC(=O)N1CC (stereo not drawn) | -1.5 | 1 | 3 | -0.1 | 4 | 4 | 2 | 3 | 2
Nc1nnc(CC(=O)N/N=C/c2ccc(-c3cccc(C(=O)O)c3)o2)s1 | -10 | -9 | -3 | -0.1 | -2 | 8 | 0 | 15 | 2
CCS(=O)(=O)n1nc(-c2cccnc2)nc1NCc1ccc(F)cc1 | 0.6 | 3 | 2 | 0.0 | -14 | 2 | 2 | 5 | 0
C/C(=N\NC(N)=S)C1=CCC2C3CC[C@H]4CC(O)CC[C@]4(C)C3CC[C@]12C (stereo partly drawn) | -2.1 | -1 | -8 | 0.1 | -15 | -1 | -9 | 6 | 1
CCCOc1ccc(C(=O)CCC(=O)NNC(=O)c2cccs2)cc1 | . | 2 | 1 | 0.0 | -4 | 0 | . | -3 | 0
Cc1cc(CNC(=O)CC2C(=O)NCCN2CC(C)(C)C)nn1C (stereo not drawn) | -4.8 | 17 | 6 | -0.1 | 1 | 19 | 1 | 18 | 0
Cc1ccc(NC(=O)c2c([N+](=O)[O-])c(C(C)(C)C)nn2C)c(C)c1 | -1.5 | 4 | 4 | -0.5 | 13 | -4 | 5 | 2 | 0
CN(C)S(=O)(=O)c1ccc(C(=O)NCCOc2ccc(F)cc2)cc1 | 0.4 | 2 | 4 | 0.0 | 6 | 4 | -16 | -4 | 1
N#Cc1ccc(CSc2nnc3[nH]c(=O)cc(N)n23)cc1 | -1.8 | 0 | 1 | 0.2 | 11 | -1 | 8 | 1 | 3
NC(=O)c1ccc(N2CCN(c3ccccc3O)CC2)c([N+](=O)[O-])c1 | -1.0 | 2 | 5 | 0.3 | 1 | 0 | -2 | -4 | 1
Cc1nc(C(=O)NNC(=O)Nc2ccc(Cl)cc2)cs1 | 1.7 | 4 | 0 | 0.4 | 41 | 1 | 1 | 1 | 0
O=C(NCCN1CCCCC1)c1ccc2c(c1)OCCO2 | 0.3 | -2 | 4 | 0.1 | 3 | 2 | -1 | 8 | 0
CNC[C@@H](Cc1ccccc1)NC[C@@H](CC1CCCCC1)NCCCc1ccccc1 | 24 | -2 | -1 | . | . | 5 | 4 | 2 | .
CCc1nnc(NC(=O)Nc2ccccc2OC)s1 | -10 | 1 | -7 | -0.1 | 9 | 2 | -4 | 4 | 0
CCC1CCCCN1CCNC(=O)C1CCN(S(=O)(=O)c2cccc3nsnc23)CC1 (stereo not drawn) | 2.1 | 4 | 1 | -0.1 | -3 | 1 | 1 | 4 | 0
COC(=O)C1CCN(CC(=O)Nc2cc(Cl)ccc2OC)CC1 | 1.3 | -2 | -4 | 0.0 | 5 | 0 | 4 | -3 | 1
Cc1ccc(NC(=O)c2ccc(OC(=S)N3CCOCC3)cc2)cc1 | -0.3 | -2 | 3 | 0.1 | -3 | 6 | 2 | 9 | 2
c1ccc(-c2csc(Nc3ncccn3)n2)cc1 | 1.6 | 1 | 1 | -0.1 | 9 | 3 | -1 | 1 | 0
CCOc1ccc(C(=O)Nc2ccc(S(=O)(=O)NCC3CCCO3)cc2)cc1OCC (stereo not drawn) | -0.7 | 9 | 3 | 0.0 | 12 | 7 | 3 | 1 | 1
Cc1cc(C)cc(C(=O)NCC(=O)OCC(=O)NC2CC2)c1 | . | 2 | . | 0.1 | 1 | . | . | . | 5
COc1ccc(N2CCN(c3nc4c(C)cccn4c(=O)c3/C=C(\C#N)C(N)=O)CC2)cc1 | 1.4 | 2 | 2 | 0.5 | -6 | 15 | 10 | 15 | 4
COc1cccc(/C=C2\C(=O)C(=O)c3ccccc32)c1 | -2.6 | 4 | 7 | 0.0 | -93 | 12 | 1 | 9 | 9
COc1ccc(-c2nnc(SCC(=O)N3CCCC3)o2)cc1 | 1.1 | -2 | 3 | 0.3 | -2 | 6 | 0 | 2 | 0
Cc1nnc(SCc2ccccc2)nc1/C=C/NOCc1ccc(Cl)cc1Cl | 1.2 | -4 | 3 | -0.1 | 31 | 5 | 4 | 6 | 0
COC(=O)CNC(c1ccccc1)c1cc(Cl)ccc1NC(=O)c1cccc(Cl)c1 (stereo not drawn) | 2.0 | 0 | -7 | -0.4 | -15 | -8 | -3 | -4 | 0
N/C(=N\OC(=O)CSc1ccccc1)c1ccncc1 | -2.4 | -3 | 4 | 0.0 | 10 | 0 | 2 | -3 | 2
CSCC[C@H](NC(=O)c1cccs1)C(=O)N1CCC2(CC1)NCCc1[nH]cnc12 | -2.0 | 6 | -10 | -0.4 | 6 | -4 | -4 | 2 | 0
CC(=O)NN1C(=O)c2ccccc2NC1c1ccccn1 (stereo not drawn) | -0.6 | 5 | 3 | 0.1 | 6 | -2 | -2 | -1 | 2
CCCCCC/C(C=O)=C\c1ccccc1 | . | 7 | -5 | 0.0 | 27 | -1 | . | 1 | 2
NNC(=O)COc1ccc(F)cc1 | -6.6 | 7 | -4 | -0.1 | -3 | 4 | 2 | -6 | 0
Cc1ccc(CSc2nnc(-c3ccncc3)o2)c(C)c1 | -1.5 | -5 | -6 | 0.1 | 3 | 1 | -1 | 1 | 0
COc1ccc(/C=C2\SC(=S)N(CCC(=O)N3CCCCC3)C2=O)cc1 | 0.4 | 6 | -1 | -0.3 | 5 | 1 | 0 | -1 | 1
O=CNC(Cc1ccccc1)C(=O)O (stereo not drawn) | -2.4 | 0 | -3 | 0.0 | 1 | -1 | -4 | 5 | 0
Cc1cccc(Oc2cc([N+](=O)[O-])cc3c2C(=O)Nc2ccccc2O3)c1 | 20 | -15 | -17 | -0.1 | -21 | -51 | -10 | -24 | 2
COCCn1c(C)cc(C(=O)CSc2nc3ccccc3c(=O)n2C(C)COC)c1C (stereo not drawn) | 1.2 | 3 | 4 | 0.1 | 13 | 2 | 0 | 5 | 0
COc1ccc2c(CC(=O)Nc3cccc(S(=O)(=O)N4CCOCC4)c3)coc2c1 | 0.5 | -7 | -7 | -0.2 | 13 | -17 | 6 | 3 | 0
COc1ccc(NC(=O)N(C)C[C@H]2Oc3ccc(NC(=O)c4ccncc4)cc3C(=O)N([C@H](C)CO)C[C@@H]2C)cc1 | . | -2 | . | 0.1 | -1 | . | . | . | 4
Additional entries.
SMILES | MEX-5 binding | GLD-1 RNA inh | PME-1 primary | Efflux pump mplx | VLA-4 inh | MCL1 BIM primary | Fam108B counter | BCLXL inh | GRK2 inh
Cc1cc(C(=O)Nc2ccc3c(c2)OCCO3)c2ccccc2n1 | 3.1 | 2 | -8 | 0.0 | 3 | -11 | -1 | -5 | 0
CCN(C[C@H]1N[C@@](Cc2ccccc2)(C(=O)OC)[C@H]2C(=O)N(Cc3ccccc3)C(=O)[C@@H]12)S(=O)(=O)c1ccc(F)cc1 | . | 3 | . | 0.2 | 37 | . | . | . | 0
COc1cc(NC(=O)c2onc(C)c2Cl)c(OC)cc1Cl | 1.4 | 5 | 4 | 0.2 | 15 | -3 | -1 | -1 | 0
CC(=O)Nc1ccc(N(C(=O)CNC(=O)c2ccco2)C(C(=O)NCc2ccco2)c2ccccc2)cc1 (stereo not drawn) | 0.1 | 2 | 0 | 0.1 | 5 | -5 | 0 | 2 | 4
CC(C)NC(=O)c1sc2nc3c(c(-c4cccs4)c2c1N)CN(C)CC3 | -0.9 | 27 | 2 | 0.1 | 19 | 24 | -1 | 25 | 2

High-throughput results as filed in PubChem.
